Bim-Bcl-2: disrupts Bim peptide binding to human Bcl-2. inhibition, % at 10 µM. 190,000 tested, 0.06% active. Bead-based flow cytometry, Bim peptide-Bcl-2 binding; in the data active = inhibition above about 40%; inconclusive = no clear call, values can overlap the other calls;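 note: 0% = no compound wells with probe peptide and 100% = reference peptide inhibitor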
Target sequence (P10415 whole entry, looked up): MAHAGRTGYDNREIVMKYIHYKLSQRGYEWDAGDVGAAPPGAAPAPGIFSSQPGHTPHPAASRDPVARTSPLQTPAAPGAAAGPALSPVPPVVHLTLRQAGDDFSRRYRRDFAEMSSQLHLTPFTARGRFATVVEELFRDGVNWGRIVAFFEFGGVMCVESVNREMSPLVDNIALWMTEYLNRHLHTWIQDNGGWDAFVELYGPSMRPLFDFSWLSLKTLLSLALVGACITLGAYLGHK
Bcl-B Bim block: inhibitors of Bim-Bcl-B interaction, human. Q9HD36. bead-based flow cytometry, Bim peptide-Bcl-B binding. inhibition, % at 10 µM. 190,000 tested, 0.073% active. AID 951;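 note: 0% = tracer peptide without compound and 100% = reference inhibitor peptide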
Target sequence (Q9HD36 whole entry, looked up): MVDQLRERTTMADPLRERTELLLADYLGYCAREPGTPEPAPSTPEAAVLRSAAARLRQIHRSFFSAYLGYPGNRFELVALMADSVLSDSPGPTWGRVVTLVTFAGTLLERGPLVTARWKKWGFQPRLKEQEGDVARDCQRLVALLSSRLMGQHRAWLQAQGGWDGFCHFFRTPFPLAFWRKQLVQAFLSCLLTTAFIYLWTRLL
Avidin bead fluor: compound fluoresces at 488/530 nm on avidin beads; fluorescence (KMESF) at 10 µM; compound fluorescence 488/530 nm, flow cytometry; stronger effect = higher value; AID 1775; 220,000 tested, 0.38% active; in the data active = fluorescence above about 47; note: inactives centre near 10
Bim-Bcl-W: human Bim-Bcl-W interaction inhibition. AID 952. bead-based flow cytometry, Bim peptide-Bcl-W binding. Q92843. 190,000 tested, 0.02% active. inhibition, % at 10 µM;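 note: 0% = bound tracer without compound and 100% = peptide blocker; higher means less fluorescent Bim peptide bound to Bcl-W beads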
Target sequence (Q92843 whole entry, looked up): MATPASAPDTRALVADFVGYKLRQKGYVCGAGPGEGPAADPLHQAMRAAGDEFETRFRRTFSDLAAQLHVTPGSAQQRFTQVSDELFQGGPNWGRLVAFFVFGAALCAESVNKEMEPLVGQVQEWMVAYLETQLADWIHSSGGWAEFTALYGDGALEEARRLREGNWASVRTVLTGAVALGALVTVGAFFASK
RGS7-Gao reg: regulators of human RGS7-Galphao interaction; P09471; Multiplexed bead flow cytometry, RGS7-Galphao binding; actives lie on both sides; binding response (% of control), % at 10 µM; 220,000 tested, 0.35% active; in the data active = binding response below about 49% or above about 150%; inconclusive = no clear call, values can overlap the other calls; inactive = in between;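 note: fluorescent Galphao held in activated GDP-AlF4 state binding bead-coupled RGS7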
ABCB1 block: human ABCB1 inhibition, ABCG2 as counter-screen. P08183. CCRF-Adr cells, JC-1 efflux, flow cytometry. inhibition, % at 6.6 µM. 190,000 tested, 0.067% active. AID 1326; in the data active = inhibition above about 40%;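 note: 0% = vehicle and 100% = reference inhibitor; higher value means more JC-1 retained so stronger ABCB1 efflux block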
Bim-Bfl-1: inhibitors of Bim-Bfl-1 interaction, human; Q16548; Bead-based flow cytometry, Bim-Bfl-1 binding inhibition; inhibition, % at 10 µM; 190,000 tested, 0.12% active; AID 1008;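 note: 0% = wells without compound plus tracer and 100% = blocker peptide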
ABCG2 inh: blocks JC-1 efflux by human ABCG2 transporter. Q9UNQ0. IgMXP3 cells, flow cytometry. 190,000 tested, 0.1% active. inhibition, % at 6.6 µM;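 active = inhibition above 80%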;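 note: 0% = DMSO and 100% = nicardipine control wells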
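System: two drug-resistant human cell lines, ABCG2 and ABCB1; controls: nicardipine high and DMSO low controls; times: 10 min exposure at 25 °C with rotation, no wash; detection: flow cytometry of retained JC-1 fluorescence; read-out basis: percent efflux inhibition, scaled nicardipine 100% to DMSO 0%; doses: one concentration, 6.6 µM final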
RGS4-Gao reg: modulates binding of RGS4 to human Galphao. 220,000 tested, 0.33% active. binding response (% of control), % at 10 µM. Multiplexed bead flow cytometry; actives lie on both sides; in the data active = binding response below about 49% or above about 150%; inactive = in between;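 note: fluorescent Galphao activated with aluminum fluoride binding bead-coupled RGS4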
GSH bead fluor: GSH bead compound fluorescence profile | GSH beads flow cytometry, compound fluorescence 488/530 nm; stronger effect = higher value | fluorescence (KMESF) at 10 µM | 190,000 tested, 0.25% active | AID 1776; in the data active = fluorescence above about 89;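 note: glutathione beads carrying GST-tagged Bcl family fusion proteins plus one bare bead set; values are compound well signal with DMSO vehicle wells as background; inactives centre near 16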
Bim-Bcl-XL: human Bim-Bcl-XL interaction inhibition | Bim peptide-Bcl-XL binding, bead flow cytometry, fluorescence | inhibition, % at 10 µM | 190,000 tested, 0.04% active | AID 1007
Target sequence (Q07817 whole entry, looked up): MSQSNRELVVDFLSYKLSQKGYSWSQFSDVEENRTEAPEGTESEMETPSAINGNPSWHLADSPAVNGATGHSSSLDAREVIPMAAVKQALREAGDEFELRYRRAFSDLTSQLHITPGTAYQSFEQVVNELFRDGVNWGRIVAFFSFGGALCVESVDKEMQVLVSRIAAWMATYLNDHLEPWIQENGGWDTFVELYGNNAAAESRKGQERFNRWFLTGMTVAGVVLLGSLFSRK
Starred values were filed as active, the others as inactive; ? = inconclusive; / = no result given. Cut-off read from the data, not from the text of the source, unless noted: active = inhibition above about 40%.

compound,Bim-Bcl-2,Bcl-B Bim block,Avidin bead fluor,Bim-Bcl-W,RGS7-Gao reg,ABCB1 block,Bim-Bfl-1,ABCG2 inh,RGS4-Gao reg,GSH bead fluor,Bim-Bcl-XL
c1ccc(Cn2c(CSc3nnnn3-c3ccccc3)nc3ccccc32)cc1,7,14,3,7,97,1.5,4,3,84,237*,-3
COCCn1nnnc1C(c1ccc(OC)cc1)N1CCN(c2ccccc2F)CC1 (stereo unspecified),-12,-5,36,-2,106,0.2,-17,-1,109,26,-9
COc1ccc(S(=O)(=O)NCCc2ccc(F)cc2)cc1,-6,-8,11,1,103,0.1,-11,-2,101,40,-9
Cc1ccc(-c2csc(NC(=O)CCNC(=O)c3ccc(Cl)cc3)n2)cc1,-5,-2,10,-1,96,-2.1,-6,-8,102,9,1
CCC(C)N(C(=O)COC(=O)Cc1n[nH]c(=O)c2ccccc12)C1CCS(=O)(=O)C1 (stereo unspecified),-4,-5,7,0,100,0.3,-9,1,98,4,-5
Cc1cc(C(=O)CN2C(=O)NC(CC(C)C)C2=O)c(C)n1-c1ccccc1F (stereo unspecified),0,-4,10,-4,103,0.1,-6,0,101,12,-4
O=C(OCc1cc([N+](=O)[O-])cc2c1OCOC2)c1ccccn1,-3,-1,26,0,103,0.3,-5,4,102,7,0
C/C(N)=C(/C#N)C(=O)CSc1nnc(Cc2ccccc2F)n1N,-2,3,9,-3,93,1.0,-2,2,91,16,-2
Cc1ccc(CC(=O)NCCS(=O)c2ccc(Cl)cc2)cc1 (stereo unspecified),3,1,34,0,104,0.2,0,1,103,12,0
O=C(CNc1ccccc1)Nc1ccc(F)cc1,-3,-4,11,-5,98,1.6,-3,9,101,37,-11
c1ccc2c(c1)NC(CN1CCOCC1)CO2 (stereo unspecified),-5,-7,31,-3,92,0.7,-15,13,96,18,-9
O=C(O)C1CC=CCC1C(=O)Nc1ccc(N2CCN(Cc3ccccc3)CC2)cc1 (stereo unspecified),-1,-7,4,-2,102,0.2,-1,0,106,9,-5
O=C(C1CCN(S(=O)(=O)c2cccc3nsnc23)CC1)N1CCc2ccccc21,-1,-1,6,-1,102,0.3,0,2,105,25,0
COc1ccc(NC(=O)c2c(C)cc(=O)oc2C)c(OC)c1,-6,-7,12,1,104,1.1,-14,5,105,33,-3
CC(C)C(NC(=O)c1cccs1)c1nnc(SCC(=O)Nc2nccs2)n1C (stereo unspecified),-7,-4,7,-1,102,0.2,-9,1,103,16,-3
CC(C)(C)C(=O)/C(=C/c1ccncc1)n1cncn1,-2,0,11,-1,104,0.3,-5,0,102,28,-2
CC(C)n1cc(C(=O)c2cc(Br)ccc2O)cc(C#N)c1=O,2,0,32,0,101,0.4,2,3,104,14,1
CCc1ccccc1NC(=O)Cn1nnc(-c2cccs2)n1,-7,-9,8,1,101,-0.3,-9,-1,100,36,-4
COc1ccc(C(=O)NNC(=O)C(=O)Nc2ccc(C)c(Cl)c2)cc1,-6,-4,10,1,?,0.9,-7,1,103,15,-3
CC(C)CCN1CC(C(=O)NCc2ccc(F)cc2)CC1=O (stereo unspecified),-9,-6,11,2,97,2.0,-10,7,100,24,1

Next part (two carried over from the part before).
compound,Bim-Bcl-2,Bcl-B Bim block,Avidin bead fluor,Bim-Bcl-W,RGS7-Gao reg,ABCB1 block,Bim-Bfl-1,ABCG2 inh,RGS4-Gao reg,GSH bead fluor,Bim-Bcl-XL
COc1ccc(C(=O)NNC(=O)C(=O)Nc2ccc(C)c(Cl)c2)cc1,-6,-4,10,1,?,0.9,-7,1,103,15,-3
CC(C)CCN1CC(C(=O)NCc2ccc(F)cc2)CC1=O (stereo unspecified),-9,-6,11,2,97,2.0,-10,7,100,24,1
COCCOCCOCCC(=O)NC1CC2CCC1(C)C2(C)C (stereo unspecified),6,1,18,-4,111,0.2,5,1,102,6,-6
CC(C)(C)C1CCC(=NNc2ncc(C(F)(F)F)cc2Cl)CC1 (stereo unspecified),-15,-18,9,1,96,-0.1,-12,1,101,42,-16
CCOC(=O)N1CCN(c2ccc([N+](=O)[O-])cc2F)CC1C (stereo unspecified),-1,-5,13,1,104,/,-1,8,101,9,-2
O=C1C(c2c(O)[nH]c3ccccc23)=Nc2ccccc21,-2,-2,6,-1,104,/,-1,7,100,68,-2
Nc1ncnc(Nc2cccc(C(F)(F)F)c2)n1,-2,-2,38,-2,97,0.3,-1,3,100,12,-3
Cc1snc(S(=O)(=O)Cc2ccccc2Cl)c1C#N,-5,-7,29,-1,100,0.0,-9,1,99,21,-1
COc1cccc(OC)c1C(=O)NC(=S)N1CCOCC1,-1,1,8,-1,91,1.1,2,0,99,10,-3
CCOc1ccc(C(=O)NCC2(c3ccccc3)CCOCC2)cc1,-2,-2,6,2,95,0.8,-1,3,96,10,2
Cc1c(C(=O)NCc2ccccn2)sc2nc(-c3ccccc3)cn12,-5,-7,19,-7,95,0.0,0,1,101,14,-10
C=C1c2cc(C)ccc2NC(=O)N1c1ccc(C)cc1,-3,-6,28,0,97,0.2,-11,1,101,23,0
CCC(CC)C(=O)Nc1cc(OC)c(OC)cc1C(=O)O,-10,-6,13,-1,100,-1.3,-13,2,101,33,-5
CCSc1nnc([C@H](C)NC(=O)OC(C)(C)C)o1,-4,-9,14,2,93,-0.5,-13,3,94,37,-5
COc1ccc(Cl)cc1NC(=S)NCCc1c[nH]c2ccccc12,-1,-3,31,-3,101,-0.1,-2,0,102,15,-5
Cc1ccc(N(CC(=O)N2CCCCC2)S(=O)(=O)c2ccc(C)cc2)cc1,-2,0,23,0,103,0.8,-1,2,100,12,-1
COc1ccc(/C=N/NC(=O)c2ccco2)cc1Cn1nc(C)c([N+](=O)[O-])c1C,-2,-3,3,-3,96,1.1,-6,5,94,10,-4
CC(=O)c1cccc(NC(=S)NC(=O)Cc2ccccc2)c1,1,-3,8,0,101,-0.1,-4,1,101,19,0
COC(=O)C(NS(C)(=O)=O)(c1c(C)[nH]c2ccccc12)C(F)(F)F (stereo unspecified),-8,-8,8,-1,107,0.5,-11,7,113,47,-11
Cn1c(=O)n(C)c2cc(NS(=O)(=O)c3cccs3)ccc21,-3,-4,9,-5,103,0.5,-4,2,101,11,-3
O=[N+]([O-])c1cc(-c2cnc3ccccc3n2)ccc1Oc1ccc(Cl)cc1,-5,-5,6,-4,103,0.8,0,23,104,11,-2
CCOC(=O)c1c(C)c(C(=O)NCc2cccs2)c(C)n1C,0,0,9,-1,98,0.5,-3,11,99,27,-3
CCC(=O)Nc1ccc(C(=O)n2nc(C)cc2C)cc1,-11,-6,8,1,103,0.5,-13,16,94,13,-7
N#Cc1cn(CCOc2ccccc2F)c2ccccc12,-3,4,10,0,101,-2.1,-3,/,102,32,0
O=C(C1=C[C@H](c2coc3ccccc3c2=O)C[C@H](OCCCCO)O1)N1CCOCC1,-6,-4,6,0,102,0.3,-6,3,99,18,-4
CC(=O)Cc1nsc(NC(=O)c2ccc(Br)o2)n1,-64,-6,6,-5,106,-0.1,-11,0,106,24,-26
Cc1ccc(S(=O)(=O)Nc2nc3ccccc3s2)cc1,-2,-2,12,0,101,1.9,-2,2,100,25,-1
COc1cccc2cc(-c3ccnc(N)n3)oc12,-9,-4,12,0,?,1.5,-3,18,104,14,-2
O=C(CSc1ccccc1)Nc1ccccc1C(=O)N1CCCC1,3,1,10,2,92,0.5,-2,1,96,19,0
CCC(Sc1ncccn1)C(=O)Nc1cc(C)on1 (stereo unspecified),11,2,23,0,101,-0.4,0,-1,102,22,3
O=C(Nc1nc(-c2ccc(Cl)cc2)cs1)c1cccnc1,19,14,10,5,99,0.4,4,5,99,13,5
COCCN(Cc1cc2cc3c(cc2n2nnnc12)OCO3)C(=O)c1ccccc1F,-1,-1,11,-3,100,2.8,-3,10,99,16,0
CC(C)c1ccc(C2NC(=S)NC3=C2C(=O)CCC3)cc1 (stereo unspecified),0,-7,11,-3,104,1.1,1,4,103,24,-3
Cc1cccc(Oc2nc(CN3CCOCC3)nc3sc4c(c23)CCCC4)c1,-7,-5,14,-4,98,0.8,-12,-1,99,11,-7
CN1Cc2cc(C(=O)c3cc(Cl)cc(CSc4ncccn4)c3O)cnc2NC1=O,0,0,21,1,102,1.4,0,8,101,25,1
CN(C(=O)c1coc(=O)c2ccccc12)c1ccc(Br)cc1,-1,-7,13,0,?,0.5,-4,4,101,16,-3
COC(=O)CCn1nnc(-c2ccc(C)cc2)n1,-10,-10,13,-5,104,0.7,-19,14,102,34,-12
CCCCC(=O)Nc1ncc([N+](=O)[O-])s1,1,-6,12,0,109,0.6,-3,22,102,13,0
Nc1ccc(Cc2ccccn2)cc1,0,-5,12,-4,103,2.4,-6,11,101,12,-3
O=C(Cn1nc2ccccc2n1)N/N=C/c1cc(Cl)cc([N+](=O)[O-])c1O,1,9,11,4,92,1.0,4,6,96,21,2
c1ccc2c3c([nH]c2c1)C1(CCCCC1)NCC3,0,-3,11,4,100,0.7,0,-1,97,16,5
Nn1cnnc1N/N=C/c1cc([N+](=O)[O-])c(Cl)cc1Cl,0,-5,11,0,87,0.2,11,2,76,13,2
Cc1ccc(S(=O)(=O)NNC(=O)c2ccncc2)cc1,0,-2,0,1,99,0.1,0,-1,100,7,-2
Cc1ccc(C(=O)OCC(=O)c2c[nH]c3ccccc23)cc1,-5,-11,1,-3,102,0.1,-5,1,102,7,-4
O=C(Nc1ccc(S(=O)(=O)NC2=NCCCCC2)cc1)c1ccc(=O)[nH]c1,-4,-1,10,-1,100,-0.3,-5,-1,98,12,-2
COc1ccc(CNc2nc3nc(C)cc(C)n3n2)cc1OC,1,3,2,5,101,0.3,0,1,107,46,11
COc1ccc(OC)c(C2C3=C(N=c4s/c(=C\c5cccc(O)c5)c(=O)n42)c2ccccc2CC3)c1 (stereo unspecified),-7,-15,3,-10,103,-0.4,-5,-7,102,19,-15
CCc1ccc2c(c1)cc(CN(C(=S)Nc1ccccc1Cl)C1CC1)c1nnnn12,-8,-11,7,0,100,2.0,-13,9,100,36,3
N/C(=N\OC(=O)COc1ccc2ccccc2c1)c1cccnc1,-11,-11,13,-4,102,0.1,-14,3,98,18,-12
COc1ccc(OCC(=O)O/N=C(\N)Cc2ccc(Cl)cc2Cl)cc1,-6,-6,11,0,100,0.1,-6,3,102,43,1
Cc1ccn2cc(C(=O)Nc3ccccc3N3CCOCC3)nc2c1,0,-2,17,0,93,1.3,0,8,99,17,4
CSc1nnc(-c2nnc(SC)n2-c2ccccc2)n1-c1ccccc1,-4,-8,5,0,106,-0.2,-4,3,87,48,4
C=C(C)Cn1c(N2CCC(Cc3ccccc3)CC2)nc2c1c(=O)[nH]c(=O)n2C,-5,-4,36,0,100,3.1,-18,35,101,21,-4
CC(=O)Nc1cc(S(=O)(=O)C(F)(F)F)ccc1Cl,-10,-11,21,-3,102,0.4,-20,27,102,23,-9
